Bioassay records (PubChem)
Tau ThT inhib = inhibitors of human tau fibril formation, thioflavin T binding | P10636 | recombinant tau K18 P301L, heparin-induced fibrillization, ThT fluorescence | Potency, µM (titrated, usually from 57.4 µM), without a hit: at the top dose activity, negative = inhibition, actives largely listed as inhibitors | 270,000 compounds, 2.1% hits | AID 1460; note: % is set by controls: 0 for no effect and ±100 for the full control effect; nearly all actives have a fitted effect of over 55% in size
Target sequence (P10636 561-689 P618L limits assumed): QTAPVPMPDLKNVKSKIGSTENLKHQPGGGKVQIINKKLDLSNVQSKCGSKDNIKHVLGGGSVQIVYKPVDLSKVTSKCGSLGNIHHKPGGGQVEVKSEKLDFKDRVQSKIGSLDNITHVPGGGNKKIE
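Aggregation was driven by heparin (20 uM final) acting on recombinant tau […] bearing P301L in 100 mM sodium acetate pH 7; fibrils were detected with Thioflavin T.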
GAA spleen mod = inhibitors or activators of human alpha-glucosidase in spleen homogenate; P10253; human spleen homogenate, 4-MU-alpha-glucoside fluorescence; Potency, µM (series often up to 79.9 µM), without a hit: at the top dose activity change, negative = inhibition, most hits filed as inhibitors; 240,000 compounds, 0.006% hits;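 note: 0% = enzyme with vehicle and -100% = no enzyme basal signal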
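AC50 values come from Hill-equation fits of concentration-response data, normalized to no-enzyme and full-activity controls. Enzyme source: 1 ug human spleen homogenate; 1 mM fluorogenic 4-MU glucoside, pH 5.0 citrate buffer, 37 C, 40 min.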
HTT cytoprotect = Huntington cell model cytoprotection by ATP luminescence; 230,000 compounds, 0.14% hits; Potency, µM (titrated, usually from 56.4 µM), inactives show cytoprotection (ATP increase), most hits filed as activators; PC12 HTT-Q103 induced, cytoprotection, ATP luminescence, 40 h; AID 1471;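 note: % of control where 0% means no effect; nearly all actives have a fitted effect of over 45% in size; toxic huntingtin expression switched on by the ecdysone agonist tebufenozide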
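PC12 cells stably carrying ecdysone-inducible Htt exon 1 (Q103)–GFP were induced with 100 nM tebufenozide (final) alongside library compounds in a dose series. Cytoprotection was scored as retained ATP by ATPlite luminescence.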
GAA glycogen mod = inhibitors or activators of human alpha-glucosidase glycogen cleavage; P10253; recombinant GAA, glycogen substrate, Amplex Red glucose oxidase fluorescence; Potency, µM (series often up to 76.4 µM), without a hit: top-dose activity change, negative = inhibition, actives largely listed as inhibitors; 300,000 compounds, 0.38% hits; AID 2100;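 note: 0% = full enzyme reaction and -100% = no-enzyme basal signal; the screen sought inhibitors and activators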
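Recombinant enzyme (4 nM final) with compounds titrated up to 77 uM and bovine liver glycogen (30 ug) in citrate pH 5.0, 0.01% Tween-20, 37 C 40 min. Released glucose detected by Amplex Red/glucose oxidase (Ex 573/Em 610); AC50 from Hill fits.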
Tau fibril FP = tau fibrillization inhibition (FP) | Potency, µM (top dose mostly 57.7 µM), for the others: top-dose activity, negative = inhibition, usual class: inhibitors | P10636 | K18 P301L tau heparin fibrillization, Alexa594 FP, 6 h | AID 1468 | 280,000 compounds, 0.39% hits; note: % is set by controls: 0 for no effect and ±100 for the full control effect; nearly all actives have a fitted effect of over 55% in size
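Heparin (20 uM) drove fibril formation of recombinant tau K18 P301L, 15 uM unlabeled with 0.24 uM Alexa 594 label, for 6 hr at 37 C in 100 mM sodium acetate pH 7. Fluorescence polarization (555/632 nm) read 1 hr after 30 uM ThT.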
GLA spleen mod = inhibitors or activators of human alpha-galactosidase in spleen homogenate. human spleen homogenate, 4MU-alpha-Gal fluorescence, 40 min. Potency, µM (top dose mostly 80 µM), without a hit: at the highest dose activity change, negative = inhibition, most hits filed as inhibitors. 240,000 compounds, 0.008% hits;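 note: 0% = enzyme with vehicle and -100% = no enzyme basal signal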
Target sequence (P06280 32-429 limits assumed): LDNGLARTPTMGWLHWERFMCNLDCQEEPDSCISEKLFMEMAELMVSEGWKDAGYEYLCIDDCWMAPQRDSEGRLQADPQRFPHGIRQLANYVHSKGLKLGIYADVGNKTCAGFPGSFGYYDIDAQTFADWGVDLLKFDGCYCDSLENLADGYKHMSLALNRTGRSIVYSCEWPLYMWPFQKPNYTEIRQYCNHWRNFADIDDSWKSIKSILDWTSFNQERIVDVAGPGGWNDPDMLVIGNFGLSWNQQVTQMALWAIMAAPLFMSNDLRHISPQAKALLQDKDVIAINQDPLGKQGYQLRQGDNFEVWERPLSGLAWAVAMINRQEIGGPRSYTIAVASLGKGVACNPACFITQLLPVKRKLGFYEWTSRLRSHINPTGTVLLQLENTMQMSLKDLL
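qHTS titration in buffer at pH 5.0. Alpha-galactosidase activity in spleen homogenate was measured via 4-methylumbelliferone release from 1 mM fluorogenic substrate after 40 min at 37C and a pH 10 stop. AC50 came from Hill fits of control-normalized data.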
GAA inhib = inhibitors of human lysosomal alpha-glucosidase. 200,000 compounds, 0.005% hits. Potency, µM (highest dose often 76.9 µM), without a hit: top-dose activity change, negative = inhibition, usual class: inhibitors. AID 1466. purified human GAA, 4-MU-alpha-glucoside fluorescence;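 note: plate controls were uninhibited enzyme wells for no effect and no-enzyme background for full effect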
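Human enzyme at 4 nM with 400 uM 4-methylumbelliferyl-alpha-D-pyranoside, citrate/phosphate buffer pH 5.0, 0.005% Tween-20, 20 min at room temperature. Compounds up to 77 uM. 4-MU fluorescence (Ex 365/Em 440) read after NaOH/glycine stop; AC50 from Hill fit.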
Tau fluor cs = counter-screen for tau fibril formation inhibitors. tau K18 P301L Alexa594 fluorescence, heparin fibrillization. Potency, µM (doses to about 57.7 µM), for inactives: top-dose activity change, negative = decrease. 280,000 compounds, 0.93% hits; note: % is set by controls: 0 for no effect and ±100 for the full control effect; nearly all actives have a fitted effect of over 55% in size
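Human tau K18 P301L (15 uM unlabeled, 0.24 uM Alexa 594-labeled) in 100 mM sodium acetate pH 7 with 20 uM heparin, 6 hr at 37 C. ThT 30 uM added, 1 hr ambient; Alexa 594 FP and total fluorescence read at 555/632 nm.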
The depositor's hits bear a star; & = joins results of further samples; [ ] = dose if it differs, or a comment. Calls come from the whole dose curve; as a rule, active = well fitted curve in the direction sought with a large enough effect; inconclusive = small, poorly fitted or top-dose-only effect, or another doubt; inactive = no such curve, though single readings can be large; an effect the other way counts as inactive or inconclusive. Potency is the fitted concentration of half-maximal effect.

A first look:
How did CN(c1ccccc1)S(=O)(=O)c1ccc(Cl)c(C(=O)NCCc2c[nH]c3ccccc23)c1 do in these assays?
Tau ThT inhib: -12.7%; GAA spleen mod: 12.4%; HTT cytoprotect: 4.3%[10 µM]; GAA glycogen mod: -2.8%; Tau fibril FP: 1.9%; GLA spleen mod: 4.2%; GAA inhib: 4.1%; Tau fluor cs: inconclusive

What do the screens show for `O=C(Nc1cc(=O)c2ccccc2o1)N1CCOCC1`?
Tau ThT inhib: -12.7%; GAA spleen mod: -1.8%; HTT cytoprotect: -0.8%; GAA glycogen mod: -4.6%; Tau fibril FP: -2.1%; GLA spleen mod: -1.9%; GAA inhib: -6.6%; Tau fluor cs: -4.4%

Main list, from the first entry:
How did CN(c1ccccc1)S(=O)(=O)c1ccc(Cl)c(C(=O)NCCc2c[nH]c3ccccc23)c1 do in these assays?
Tau ThT inhib: -12.7%; GAA spleen mod: 12.4%; HTT cytoprotect: 4.3%[10 µM]; GAA glycogen mod: -2.8%; Tau fibril FP: 1.9%; GLA spleen mod: 4.2%; GAA inhib: 4.1%; Tau fluor cs: inconclusive

What do the screens show for `O=C(Nc1cc(=O)c2ccccc2o1)N1CCOCC1`?
Tau ThT inhib: -12.7%; GAA spleen mod: -1.8%; HTT cytoprotect: -0.8%; GAA glycogen mod: -4.6%; Tau fibril FP: -2.1%; GLA spleen mod: -1.9%; GAA inhib: -6.6%; Tau fluor cs: -4.4%

How did O=C(CSc1ncnc2ccccc12)Nc1ccc2c(c1)OCCO2 do in these assays?
Tau ThT inhib: -12.5%; GAA spleen mod: 4.3%; HTT cytoprotect: 12.0%; GAA glycogen mod: -4.5%; Tau fibril FP: -6.6%; GLA spleen mod: 2.7%; GAA inhib: -1.1%; Tau fluor cs: -13.0%

What do the screens show for `CCN(CC(=O)NC(C)(C)C)Cc1nc2c(Br)cc(Br)cc2c(=O)[nH]1`?
Tau ThT inhib: -13.2%; GAA spleen mod: 3.0%; HTT cytoprotect: -8.4%[10 µM]; GAA glycogen mod: 10.7%; Tau fibril FP: 6.6%; GLA spleen mod: 6.8%; GAA inhib: -7.4%; Tau fluor cs: -14.1%

How did c1ccc(C2=Nn3c(nnc3-c3ccccn3)SC2)cc1 do in these assays?
Tau ThT inhib: -5.8%; GAA spleen mod: 1.9%; HTT cytoprotect: -17.2%; GAA glycogen mod: -3.3%; Tau fibril FP: -12.0%; GLA spleen mod: 0.3%; GAA inhib: 3.6%; Tau fluor cs: 1.0%

How did CCOC(=O)Cc1csc(NC(=O)CN(C)S(=O)(=O)c2ccc3c(c2)CCC(=O)N3)n1 do in these assays?
Tau ThT inhib: 17.4%; GAA spleen mod: 3.5%; HTT cytoprotect: -13.1%; GAA glycogen mod: 2.6%; Tau fibril FP: -8.8%; GLA spleen mod: -3.7%; GAA inhib: -9.2%; Tau fluor cs: 9.8%

Results for O=C(CN1CCOCC1)Nc1ccc(C2CCCCC2)cc1 ?
Tau ThT inhib: -1.1%; GAA spleen mod: -2.2%; HTT cytoprotect: -9.6%; GAA glycogen mod: 10.5%; Tau fibril FP: -7.5%; GLA spleen mod: 3.2%; GAA inhib: 1.2%; Tau fluor cs: -2.8%

What do the screens show for `CCOc1cc(S(=O)(=O)Nc2ccc(CC)cc2)ccc1Cl`?
Tau ThT inhib: -14.7%; GAA spleen mod: -6.3%; HTT cytoprotect: -56.7%[inhibitor]; GAA glycogen mod: -15.1%; Tau fibril FP: -15.1%; GLA spleen mod: 1.1%; GAA inhib: -5.5%; Tau fluor cs: inconclusive

How did COc1ccc(C(C(=O)NCC2CCCO2)N(C(=O)CNC(=O)c2cccs2)c2ccccc2C)cc1OC (configuration not stated) do in these assays?
Tau ThT inhib: -5.9%; GAA spleen mod: -0.3%; HTT cytoprotect: 3.7%[10 µM]; GAA glycogen mod: -8.0%; Tau fibril FP: 3.4%; GLA spleen mod: -0.1%; GAA inhib: 6.0%; Tau fluor cs: 0.4%

How did CC(C)Nc1ccc(C(CC(N)=O)NC(=O)Cc2ccc(Cl)cc2)cc1[N+](=O)[O-] (configuration not stated) do in these assays?
Tau ThT inhib: inconclusive; GAA spleen mod: -2.4%; HTT cytoprotect: 17.5%[10 µM]; GAA glycogen mod: -2.1%; Tau fibril FP: -3.1%; GLA spleen mod: 1.9%; Tau fluor cs: -16.0%

What do the screens show for `CC(=O)C1=C(O)CC(C)(C)CC1=NCc1nc2ccccc2[nH]1`?
Tau ThT inhib: 1.1%; GAA spleen mod: -17.1%; HTT cytoprotect: 3.9%; GAA glycogen mod: 4.4%; Tau fibril FP: -5.4%; GLA spleen mod: -12.9%; GAA inhib: -1.5%; Tau fluor cs: -2.6%

How did COc1ccc(C2OCC3(CO2)SC(N)=NC3=O)cc1 (configuration not stated) do in these assays?
Tau ThT inhib: -3.8%; GAA spleen mod: 0.1%; HTT cytoprotect: 24.3%; GAA glycogen mod: 2.7%; Tau fibril FP: 9.8%; GLA spleen mod: 6.4%; GAA inhib: -6.2%; Tau fluor cs: 0.6%

Results for O=C(CSc1nc(-c2ccc(F)cc2)cs1)NCCN1C(=O)CSC1=O ?
Tau ThT inhib: -3.4%; GAA spleen mod: 5.0%; HTT cytoprotect: -8.3%; GAA glycogen mod: -22.4%; Tau fibril FP: -7.7%; GLA spleen mod: 5.6%; GAA inhib: -3.3%; Tau fluor cs: -11.2%

How did COc1cccc(C2=NOC(C(=O)Nc3ccc4c(c3)OCO4)C2)c1 (configuration not stated) do in these assays?
Tau ThT inhib: -17.1%; GAA spleen mod: -2.2%; HTT cytoprotect: -31.3%; GAA glycogen mod: 0.1%; Tau fibril FP: 8.2%; GLA spleen mod: -6.6%; GAA inhib: inconclusive; Tau fluor cs: -25.0%

Results for NC(=O)c1sc2nc3c(c(-c4ccco4)c2c1N)CCC3 ?
Tau ThT inhib: inconclusive; GAA spleen mod: -5.4%; HTT cytoprotect: inconclusive; GAA glycogen mod: -5.6%; Tau fibril FP: 3.8%; GLA spleen mod: -0.3%; GAA inhib: -12.2%; Tau fluor cs: -18.1%

Results for O=C(CN1C(=O)NC2(CCCCCC2)C1=O)NCc1cccs1 ?
Tau ThT inhib: -3.7%; GAA spleen mod: 3.5%; HTT cytoprotect: 16.7%[10 µM]; GAA glycogen mod: -1.3%; Tau fibril FP: -0.9%; GLA spleen mod: 5.7%; GAA inhib: 3.2%; Tau fluor cs: -3.5%

What do the screens show for `CCCC(=O)OCCNC(=O)c1cc2ccccc2oc1=O`?
Tau ThT inhib: -7.5%; GAA spleen mod: -6.1%; HTT cytoprotect: 1.4%; GAA glycogen mod: 4.3%; Tau fibril FP: 9.1%; GLA spleen mod: -4.7%; GAA inhib: 8.7%; Tau fluor cs: 1.1%

How did Cc1c(Cl)cccc1NC(=O)CSc1nnc(CCNC(=O)OC(C)(C)C)o1 do in these assays?
Tau ThT inhib: -4.2%; GAA spleen mod: 5.0%; HTT cytoprotect: -4.8%; GAA glycogen mod: 3.4%; Tau fibril FP: -2.2%; GLA spleen mod: 10.4%; GAA inhib: 1.1%; Tau fluor cs: -2.6%

What do the screens show for `Cc1ccccc1NC(=S)/C(=C(\[O-])c1ccc(C)c([N+](=O)[O-])c1)[n+]1ccccc1`?
Tau ThT inhib: inconclusive; GAA spleen mod: 0.3%; HTT cytoprotect: -18.4%[10 µM]; GAA glycogen mod: -5.1%; Tau fibril FP: 2.4%; GLA spleen mod: 3.7%; GAA inhib: 2.5%; Tau fluor cs: -17.1%

Results for COC(=O)c1ccc(NC(=O)C2CCN(S(C)(=O)=O)CC2)cc1 ?
Tau ThT inhib: inconclusive; GAA spleen mod: -4.6%; HTT cytoprotect: -4.8%; GAA glycogen mod: 3.5%; Tau fibril FP: -7.3%; GLA spleen mod: -1.0%; GAA inhib: -1.2%; Tau fluor cs: -10.0%

Results for O=C(CNC(=O)C1COc2ccccc2O1)N/N=C/c1ccc(O)cc1O (configuration not stated) ?
Tau ThT inhib: -10.5%; GAA spleen mod: -10.1%; GAA glycogen mod: 10.2%; Tau fibril FP: 4.5%; GLA spleen mod: -1.2%; GAA inhib: -4.9%; Tau fluor cs: -10.7%

Results for O=C(c1cc([N+](=O)[O-])ccc1N1CCOCC1)N1CCOCC1 ?
Tau ThT inhib: 2.7%; GAA spleen mod: -14.5%; HTT cytoprotect: 38.6%[10 µM]; GAA glycogen mod: -3.5%; Tau fibril FP: 7.8%; GLA spleen mod: 0.0%; GAA inhib: 0.7%; Tau fluor cs: 9.4%

How did CN1CCc2cc(Cl)c(O)cc2[C@@H](c2ccccc2)C1 do in these assays?
Tau ThT inhib: 1.5%&-7.7%&-11.6%; GAA spleen mod: 8.2%&6.9%&0.2%; HTT cytoprotect: inconclusive; GAA glycogen mod: 6.6%; Tau fibril FP: -1.2%&4.2%&0.4%; GLA spleen mod: 9.3%&5.4%&5.8%; GAA inhib: -8.7%[15.4 µM]; Tau fluor cs: -1.2%&-5.3%&-17.9%

Results for O=C(CCCOc1ccccc1)NC1CCCc2ccccc21 (configuration not stated) ?
Tau ThT inhib: -3.1%; GAA spleen mod: 0.9%; HTT cytoprotect: -1.5%[0.074 µM]; GAA glycogen mod: 0.3%; Tau fibril FP: -0.8%; GLA spleen mod: 0.9%; GAA inhib: -1.5%; Tau fluor cs: -1.5%

How did CCOC(=O)C1CCN(C(C(=O)Nc2ccc3c(c2)OCCO3)c2ccccc2)CC1 (configuration not stated) do in these assays?
Tau ThT inhib: -2.5%; GAA spleen mod: -3.8%; HTT cytoprotect: -20.9%; GAA glycogen mod: -3.9%; Tau fibril FP: 5.7%; GLA spleen mod: 6.0%; GAA inhib: -7.0%; Tau fluor cs: -2.2%

What do the screens show for `O=C(N/N=C/c1ccc[nH]1)c1ccccc1O`?
Tau ThT inhib: inconclusive; GAA spleen mod: 7.9%; HTT cytoprotect: -13.0%[10 µM]; GAA glycogen mod: inconclusive; Tau fibril FP: 13.7%; GLA spleen mod: -4.3%; GAA inhib: -14.3%; Tau fluor cs: -11.9%
